NALP3 yeast inh – inhibitors of NALP3 inflammasome in yeast. actives 0.39% (n = 330,000). AID 2825. Yeast reconstituted NLRP3/ASC/caspase-1, beta-gal luminescence, 24 h. inhibition, % at 10 µM;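 active = inhibition of 50% or more; inactive = inhibition below 50%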;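 also: plate controls were induced DMSO wells for no effect and uninduced yeast grown without galactose for full effect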
A3A deaminase – blocks human APOBEC3A ssDNA deamination. recombinant A3A, FAM/TAMRA ssDNA deamination fluorescence. inhibition, % at 20 µM. actives 0.41% (n = 330,000). AID 493011;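 active = at least 40% inhibition at 20 µM here, with at most 30% in a related deaminase screen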;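 also: plate controls were A3A with DMSO for no effect and wells lacking A3A enzyme for full effect; some results filed as inactive read as strong as hits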
mIAP activ – mouse IAP activation; muIAP, CDP-Star luminescence, 30 min; active compounds read high; 1 = vehicle-only enzyme signal, 0 = enzyme-free wells; activation factor at 10 µM; actives 0.24% (n = 330,000);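 active = activation factor of at least 2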; also: the source names both 10 and 20 µM as test concentration; values of inactives mirror those of a sister screen read the other way
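also added = chemiluminescent substrate CDP-Star | test system = mouse IAP enzyme | signal = chemiluminescence readout | compound = DMSO-dissolved test compounds | incubation = 30 min at room temperature | benchmarks = DMSO wells, no-enzyme wells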
TIM10 inh – growth inhibitors of TIM10 yeast strain; S. cerevisiae TIM10 strain growth, BacTiter-Glo luminescence, 24 h; inhibition, % at 10 µM; actives 1.4% (n = 330,000);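 active = inhibition of 40% or more at the single tested concentration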;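 also: wild-type TIM10 isogenic control strain grown at permissive 25 °C; 0% = DMSO yeast wells and 100% = minimal medium wells without yeast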
mIAP inh – mouse IAP inhibition. inhibition, % at 10 µM. purified mouse IAP, CDP-Star luminescence, 30 min. actives 0.2% (n = 330,000);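 active = inhibition of at least 40% at 10 µM in the primary screen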;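 also: plate controls were DMSO with enzyme for no effect and no enzyme wells for full effect; values of inactives mirror those of a sister screen read the other way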
APOBEC3G inh – inhibitors of human APOBEC3G DNA deaminase; recombinant A3G, ssDNA deamination FAM/TAMRA fluorescence; inhibition, % at 20 µM; actives 0.28% (n = 330,000); AID 493012;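 active = inhibition of at least 40% at 20 µM, with no more than 30% in the related APOBEC3A deaminase screen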;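 also: plate controls were DMSO wells with A3G for no effect and wells lacking A3G enzyme for full effect; some compounds called inactive have numbers as strong as hits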
Target sequence (Q9HC16 whole entry, looked up): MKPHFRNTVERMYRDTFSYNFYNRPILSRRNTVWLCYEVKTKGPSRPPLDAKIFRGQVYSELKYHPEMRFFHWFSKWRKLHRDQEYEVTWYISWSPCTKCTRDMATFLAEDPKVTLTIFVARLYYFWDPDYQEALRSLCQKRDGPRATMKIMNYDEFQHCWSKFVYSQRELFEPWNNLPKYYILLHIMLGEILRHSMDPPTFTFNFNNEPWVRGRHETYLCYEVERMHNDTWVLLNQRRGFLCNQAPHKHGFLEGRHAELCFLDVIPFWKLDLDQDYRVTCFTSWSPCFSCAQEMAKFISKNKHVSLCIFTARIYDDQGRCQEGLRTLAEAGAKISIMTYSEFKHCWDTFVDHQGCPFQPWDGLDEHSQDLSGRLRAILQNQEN
MIN6 prolif – inducers of beta-cell replication in MIN6 cells | actives 0.29% (n = 330,000) | MIN6 cells proliferation, ATPlite luminescence, 48 h; cells starved in 0.2% serum; 100% = growth in 10% serum | proliferation, % at 10 µM;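 active = compounds whose signal lies at least 3.5 SD above the mean of all wells on their plate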;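 also: 0% = DMSO-treated cells in low-serum medium and 100% = 10% serum control; some compounds called inactive have numbers as strong as hits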
hIAP inh – human IAP inhibition | actives 0.12% (n = 330,000) | inhibition, % at 10 µM | P09923 | purified IAP, CDP-Star luminescence, 30 min;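 active = inhibition reaching a set limit with compound at 10 µM in the primary screen, cut at about 35% in these data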;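 also: plate controls were DMSO wells with enzyme for no effect and no-enzyme buffer wells for full effect; values of inactives mirror those of a sister screen read the other way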
Target sequence (P09923 whole entry, looked up): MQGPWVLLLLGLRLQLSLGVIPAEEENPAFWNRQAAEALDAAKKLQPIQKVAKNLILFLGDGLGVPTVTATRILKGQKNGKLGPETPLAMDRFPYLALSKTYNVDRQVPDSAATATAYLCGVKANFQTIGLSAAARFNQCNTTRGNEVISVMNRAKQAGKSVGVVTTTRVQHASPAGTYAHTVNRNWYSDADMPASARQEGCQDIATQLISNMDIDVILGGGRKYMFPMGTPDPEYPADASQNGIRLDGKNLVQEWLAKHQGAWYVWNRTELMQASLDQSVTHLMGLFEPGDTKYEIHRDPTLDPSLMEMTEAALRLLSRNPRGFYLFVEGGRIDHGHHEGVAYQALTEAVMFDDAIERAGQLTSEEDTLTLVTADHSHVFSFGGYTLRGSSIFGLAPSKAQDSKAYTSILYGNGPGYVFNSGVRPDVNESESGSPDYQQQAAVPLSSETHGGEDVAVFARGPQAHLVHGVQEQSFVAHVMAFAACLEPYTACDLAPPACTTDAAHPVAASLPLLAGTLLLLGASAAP
tim10-1 inh – tim10-1 yeast growth inhibition. S. cerevisiae tim10-1 ts strain growth, BacTiter-Glo, 24 h. inhibition, % at 20 µM. actives 2.2% (n = 330,000). AID 463190;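 active = inhibition of at least 40%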;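 also: mutant grown at 25 °C; 0% = DMSO wells with yeast and 100% = wells holding no yeast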
* = called active by the depositor. Rows were taken by chance; any-hit rate near 4.6%.

SMILES | NALP3 yeast inh | A3A deaminase | mIAP activ | TIM10 inh | mIAP inh | APOBEC3G inh | MIN6 prolif | hIAP inh | tim10-1 inh
Cc1ccc(N2CCN(C3=NC(=O)/C(=C\c4cn[nH]c4-c4ccccc4)S3)CC2)cc1 | -9 | 2 | 1.1 | -5 | -5 | 0 | 0 | -8 | -4
Cc1ccc(C)c(C(=O)COc2ccccc2[N+](=O)[O-])c1 | 31 | -1 | 0.96 | 13 | 4 | -8 | -6 | 10 | 13
CC(Oc1ccc(F)cc1Br)c1nc2ccccc2c(=O)[nH]1 (stereo not given) | 36 | -1 | 0.88 | 15 | 12 | -11 | 0 | 14 | 6
COc1ccc(Nc2ncc3c(n2)CC(c2ccc(OC)cc2)CC3=O)cc1 (stereo not given) | 22 | 0 | 1.1 | 9 | -10 | -4 | 0 | 3 | 15
CCOc1ccc(NC(=O)Nc2ccc3c(c2)nc(C)n3C)cc1 | 5 | 3 | 1.1 | -7 | -15 | -2 | 0 | 0 | -13
CC(C)(C)c1cc(Br)ccc1OCC(=O)Nc1ncn[nH]1 | -1 | -1 | 1 | -3 | -1 | -3 | -4 | -99 | 3
CC(=O)N1CCC(N(C(=O)Nc2ccc(F)cc2)C2CCCC2)CC1 | 17 | -6 | 0.91 | -6 | 9 | -10 | 2 | -11 | -26
CC(C)C[C@@]12C(=O)N(c3ccc(Br)cc3)C(=O)N1[C@H](c1ccc(Br)cc1)[C@@H]1C(=O)N(C(C)(C)C)C(=O)[C@@H]12 | -3 | -5 | 1.1 | 3 | -5 | -8 | -5 | 7 | 13
Cc1ccc(C(=O)NC(C)CCc2ccccc2)cc1[N+](=O)[O-] (stereo not given) | 20 | 1 | 0.91 | 1 | 9 | 0 | 2 | -8 | 10
COc1cc(NC(=O)c2ccc(CNc3c(N4CCCC4)c(=O)c3=O)cc2)cc(OC)c1OC | 13 | 0 | 1.1 | 9 | -15 | 5 | -2 | -5 | 13

The final two entries of the section before open the next one.
SMILES | NALP3 yeast inh | A3A deaminase | mIAP activ | TIM10 inh | mIAP inh | APOBEC3G inh | MIN6 prolif | hIAP inh | tim10-1 inh
Cc1ccc(C(=O)NC(C)CCc2ccccc2)cc1[N+](=O)[O-] (stereo not given) | 20 | 1 | 0.91 | 1 | 9 | 0 | 2 | -8 | 10
COc1cc(NC(=O)c2ccc(CNc3c(N4CCCC4)c(=O)c3=O)cc2)cc(OC)c1OC | 13 | 0 | 1.1 | 9 | -15 | 5 | -2 | -5 | 13
O=C(Nc1nc(N2C(=O)c3ccccc3C2=O)n(-c2ccccc2)n1)c1ccc(F)cc1 | 10 | 2 | 0.93 | 10 | 7 | 4 | -1 | -30 | 7
NC(=O)CCN1CCC(c2nc3ccccc3s2)CC1 | -13 | 0 | 1.1 | -13 | -6 | -4 | 1 | -18 | 8
CCn1c(CNC(=O)Cc2ccc(OC)cc2)nnc1SCC(=O)c1ccc(Br)cc1 | -10 | -4 | 0.98 | -21 | 2 | -7 | -1 | 4 | 9
CSc1cccc(NC(=O)CNC(=O)c2ccc3c(c2)OCO3)c1 | 10 | -3 | 0.97 | -28 | 3 | -7 | 1 | -10 | -33
CCCc1nc2c(sc3nc4c(cc32)COC(C)(C)C4)c(=O)n1CCN(C)C | 23 | 6 | 0.94 | 6 | 6 | -2 | 0 | 16 | 18
COc1ccc(-c2cc(-c3nnc(COC(=O)c4ccncc4)o3)c3ccccc3n2)cc1OC | -6 | 3 | 0.88 | 9 | 12 | 1 | 3 | 8 | 31
O=C(N1CCCCC1)N1CCN(C(=O)N2CCCCC2)CC1 | 0 | 0 | 1 | -10 | -2 | -1 | -2 | 4 | 3
CCO[C@H]1OC(C(=O)Nc2ccccc2)=C[C@@H](c2cn(C(C)=O)c3ccccc23)[C@@H]1CCCO | 9 | -4 | 0.98 | 19 | 2 | -14 | -4 | -5 | 23
COc1ccc(C(CNC(=O)Cn2c(=O)oc3ccccc32)N(C)C)cc1 (stereo not given) | 8 | -4 | 0.99 | -6 | 1 | -4 | -2 | -4 | -11
COc1cccc(CCN2CCC(CNS(=O)(=O)c3cc(-c4cc(C)no4)ccc3OC)CC2)c1 | 9 | 2 | 0.92 | 0 | 8 | -1 | -5 | -6 | 6
CCC1Oc2ccc(C)cc2N(CC(=O)N(Cc2ccc3c(c2)OCO3)CC2CCCO2)C1=O (stereo not given) | 9 | 3 | 0.98 | 37 | 2 | 1 | -1 | 15 | 32
C[C@@H]1CCCCCCCCC(=O)OCCN[C@H](C)CCCCCCCCC(=O)OCCN[C@H](C)CCCCCCCCC(=O)OCCN1 | 47 | -1 | 0.89 | -50 | 11 | -3 | -6 | 19 | -22
O=C(c1ccc(CS(=O)(=O)c2ccc(Br)cc2)o1)N1CCN(c2ncccn2)CC1 | 14 | -1 | 0.95 | 12 | 4 | -5 | -3 | 4 | 9
CC1CCc2c(sc(NC(=O)Cn3cnc([N+](=O)[O-])n3)c2C(N)=O)C1 (stereo not given) | 4 | 4 | 0.92 | 4 | 8 | -2 | -2 | 1 | 18
COc1ccc2c(c1)c(CC(=O)Nc1nnc(C3CC3)s1)c(C)n2C(=O)c1ccc(Cl)cc1 | -3 | 1 | 0.95 | 12 | 5 | -5 | -4 | 12 | 13
Cc1noc(C)c1CSCC(=O)OCc1nnc(-c2ccc([N+](=O)[O-])cc2)o1 | 13 | -3 | 0.95 | 10 | 5 | -6 | 4 | 13 | 17
O=C(Nc1c2c(nn1-c1cccc(Cl)c1)CS(=O)(=O)C2)c1cccs1 | 15 | -5 | 1 | -8 | -2 | -8 | -4 | 2 | -7
CCOC(=O)N1CCN(c2c(Nc3ccc4c(c3)OCCO4)c(=O)c2=O)CC1 | 15 | -1 | 0.99 | -1 | 1 | -9 | 6 | -4 | 4
COc1ccc(C(=O)Nn2c(CCC(=O)O)ccc2-c2ccc(C)cc2)cc1OC | 7 | -3 | 0.88 | 10 | 12 | -3 | -1 | 8 | 9
Cc1ccc(OCC(=O)Nc2ccccc2C(=O)N2CCCCC2)cc1 | 8 | 1 | 1 | 12 | -1 | -8 | -3 | -21 | 13
Cc1cccc(CN2CCC(CNC(=O)CSc3cc(=O)n(C)c4cc(Cl)ccc34)CC2)c1 | 1 | -4 | 0.98 | -19 | 2 | -2 | -6 | 7 | 3
O=C(NCCNC(=O)c1cc(OCC(F)(F)F)ccc1OCC(F)(F)F)Nc1cccc(C(F)(F)F)c1 | 1 | -2 | 1.1 | 9 | -11 | -11 | -6 | -2 | 27
O=C(CSc1nnc(-c2cccnc2)o1)N1CCCCC1 | 24 | 2 | 0.93 | 5 | 7 | -3 | 3 | 6 | -14
O=C(CN1C(=O)NC(c2ccccc2)(c2ccccc2)C1=O)Nc1cccnc1Cl | 18 | -2 | 1.2 | 2 | -17 | -8 | -1 | 8 | -7
COc1ccc(NC(=O)COc2ccc(CNCCCN3CCOCC3)cc2OC)cc1 | 19 | -3 | 1 | -88 | 0 | -2 | -1 | -3 | -58
Cc1cc(C)n(C(=O)c2cc3ccccc3c(=O)o2)n1 | -7 | -4 | 0.98 | 1 | 2 | -7 | 0 | -2 | -14
Cc1ccc(S(=O)(=O)N(C)CC(=O)NCc2ccncc2)cc1 | 17 | 0 | 1.1 | -10 | -6 | -9 | 0 | 6 | 7
COC(=O)c1cccc(-n2nnnc2SCC(=O)Nc2nc3c(s2)CCCC3)c1 | -26 | -4 | 0.97 | 2 | 3 | -5 | -1 | -7 | -1
Cc1cc(C)n(C(=O)CNC(=O)c2cccc(Cl)c2)n1 | 17 | -1 | 0.95 | 6 | 5 | -6 | -1 | 15 | 12
CC(NC(=O)Nc1ccccc1)C(c1cccs1)N1CCN(C)CC1 (stereo not given) | 19 | 2 | 1.1 | 0 | -14 | 2 | 0 | 3 | -9
CCC1CCCCN1CCCNC(=O)Cn1cc2c(n1)-c1c(oc(C(=O)N3CCCC3)c1C)CC2 (stereo not given) | 16 | -10 | 1.1 | 1 | -8 | -6 | 2 | -33 | -2
Cn1c(NCc2ccco2)nc2ccccc21 | 11 | -2 | 0.93 | -19 | 7 | -2 | -3 | 10 | 2
CCOC(=O)c1c(-c2cccc([N+](=O)[O-])c2)csc1NC(=O)C1CC1 | 27 | -7 | 0.95 | -5 | 5 | -9 | -3 | 2 | 12
CCCc1sc(C(=O)Nc2nnc(C3CC3)s2)cc1CC | 11 | 0 | 0.99 | -10 | 1 | -3 | -2 | 0 | 10
CCOC(=O)c1cc(C(=O)NC(C)c2ccccc2)c(C)[nH]c1=O (stereo not given) | -3 | 0 | 1.1 | -1 | -12 | -10 | 1 | 6 | 8
CC(C)c1ccc(NC(=O)C2CCN(S(=O)(=O)c3ccc4c(c3)C(C)(C)C(=O)N4C)CC2)cc1 | -1 | -3 | 2 | 3 | -99 | -2 | 1 | 8 | 10
COc1ccc(C(=O)Nc2ncccc2C)cc1S(=O)(=O)N1CCOCC1 | 39 | 3 | 1.1 | 2 | -8 | 3 | -1 | 4 | 15
CSCCC(NC(=O)c1ccco1)C(=O)NCC(C)(C)N1CCOCC1 (stereo not given) | 8 | -2 | 1 | 5 | 0 | -2 | 8 | -1 | -4
O=C(CN1CCN(c2ccc(C(F)(F)F)cn2)CC1)NCc1ccc2c(c1)OCO2 | 18 | -3 | 1 | 23 | -4 | -4 | 3 | 7 | 23
Cc1cccc(N(C)S(=O)(=O)c2cc3c(cc2C)n(C)c(=O)c(=O)n3C)c1 | 12 | -1 | 0.86 | -26 | 14 | -4 | -4 | 8 | -28
Cc1cc(-c2n[nH]c(=S)n2-c2ccccc2C)cs1 | 12 | -4 | 0.97 | 13 | 2 | 23 | 0 | 7 | 23
COc1ccc([N+](=O)[O-])cc1/C=N/NC(=O)/C(=C\c1cccs1)NC(=O)c1ccccc1 | 19 | 1 | 0.98 | 19 | 2 | 2 | -2 | 2 | 14

Filtered by structure: the entries above with a nitro group on carbon.
SMILES | NALP3 yeast inh | A3A deaminase | mIAP activ | TIM10 inh | mIAP inh | APOBEC3G inh | MIN6 prolif | hIAP inh | tim10-1 inh
Cc1ccc(C)c(C(=O)COc2ccccc2[N+](=O)[O-])c1 | 31 | -1 | 0.96 | 13 | 4 | -8 | -6 | 10 | 13
Cc1ccc(C(=O)NC(C)CCc2ccccc2)cc1[N+](=O)[O-] (stereo not given) | 20 | 1 | 0.91 | 1 | 9 | 0 | 2 | -8 | 10
CC1CCc2c(sc(NC(=O)Cn3cnc([N+](=O)[O-])n3)c2C(N)=O)C1 (stereo not given) | 4 | 4 | 0.92 | 4 | 8 | -2 | -2 | 1 | 18
Cc1noc(C)c1CSCC(=O)OCc1nnc(-c2ccc([N+](=O)[O-])cc2)o1 | 13 | -3 | 0.95 | 10 | 5 | -6 | 4 | 13 | 17
CCOC(=O)c1c(-c2cccc([N+](=O)[O-])c2)csc1NC(=O)C1CC1 | 27 | -7 | 0.95 | -5 | 5 | -9 | -3 | 2 | 12
COc1ccc([N+](=O)[O-])cc1/C=N/NC(=O)/C(=C\c1cccs1)NC(=O)c1ccccc1 | 19 | 1 | 0.98 | 19 | 2 | 2 | -2 | 2 | 14

Source: PubChem (Sanford-Burnham Center for Chemical Genomics)
